Bioassay records as filed in PubChem.
Mdm2-MdmX inh: inhibitors of human Mdm2-MdmX association, primary screen, cell-based, luminescence, split luciferase, SaOS-2, uHTS; inhibition, % at 8 µM; SaOS-2 split-luciferase Mdm2/MdmX complementation; AID 485346, 2010; 3% of 330,000 active;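 active = inhibition of at least 50% at 8 µM in the primary screen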
APJ agonist: agonists of human apelin receptor APJ, primary screen, CHO-K1 cells, PathHunter beta-arrestin, luminescence; P35414; 0% DMSO wells, 100% apelin; activation, % at 20 µM; 0.11% of 330,000 active;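 active = activation more than six SD over the plate average, tested at 20 µM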;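 also: 0% = DMSO alone and 100% = apelin-13 at 10 nM; some results filed as inactive read as strong as hits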
Target sequence (P35414 whole entry, looked up): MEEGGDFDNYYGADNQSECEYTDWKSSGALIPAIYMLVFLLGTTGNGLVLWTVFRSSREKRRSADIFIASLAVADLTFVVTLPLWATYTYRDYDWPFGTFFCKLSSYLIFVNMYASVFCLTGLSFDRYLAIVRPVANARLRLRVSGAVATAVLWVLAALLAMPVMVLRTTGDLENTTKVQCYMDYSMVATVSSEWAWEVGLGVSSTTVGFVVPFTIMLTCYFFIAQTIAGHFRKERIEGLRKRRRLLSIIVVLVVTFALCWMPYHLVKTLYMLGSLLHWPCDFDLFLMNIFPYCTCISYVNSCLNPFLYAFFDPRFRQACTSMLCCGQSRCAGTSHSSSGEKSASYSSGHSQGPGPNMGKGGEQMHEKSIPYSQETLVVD
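Test system – PathHunter CHO-K1 APJ (AGTRL-1) beta-arrestin reporter cells · Input – 1000 cells/well · Compound – single test compound dose, 20 µM final, 1% DMSO · Times – compound stimulation 90 min at 25 °C, detection 60 min · Technique – beta-gal luminescence · Read-out basis – APJ–arrestin association signal · Control set – negative DMSO alone, positive Apelin-13 at 10 nM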
UPR XBP1 act: activators of adaptive XBP1 UPR arm, primary screen, cell-based, CHO-XBP1 luciferase reporter, luminescence, uHTS; 0.33% of 330,000 active; AID 463104, 2010; activation, % at 20 µM; IRE1-XBP1 UPR activation; percent of tunicamycin response, DMSO as zero;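 active = versus positive control, 20 µM dose yields 30% or more activation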;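 also: 100% = tunicamycin at 10 µg/mL and 0% = DMSO only wells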
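Material – CHO cell line with stable XBP1 luciferase reporter · Buffer or medium – F12 plus 10% FBS · Compound – single point, 20 µM final compound, 1% DMSO · Schedule – 16-18 h cell attachment at 37 °C, then 6 h compound exposure · Signal – Steady-Glo luminescence read · Benchmarks – high control tunicamycin 10 µg/mL final, low control DMSO vehicle only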
tim23-1 inh: growth inhibitors of tim23-1 mutant yeast, primary screen, luminescence, uHTS | S. cerevisiae tim23-1 growth, BacTiter-Glo luminescence, 24 h | inhibition, % at 20 µM | 1.3% of 330,000 active | AID 463212, 2010;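 active = growth inhibition of the mutant yeast at or above 50%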;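 also: temperature-sensitive mutant grown at 25 °C; plate controls were DMSO-treated mutant yeast for no effect and medium wells lacking yeast for full effect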
Jurkat NFkB inh: inhibitors of induced NF-kB luciferase reporter, primary screen, TCR NF-kB activation inhibitor project, cell-based, luminescence, uHTS; Jurkat, PMA/ionomycin-induced NF-kB luciferase reporter; inhibition, % at 4 µM; 0.53% of 330,000 active; in the data active = inhibition above about 50%
UPR CHOP act: activators of apoptotic CHOP UPR arm, primary screen, cell-based, CHO-CHOP luciferase reporter, luminescence, uHTS. UPR activation; percent of tunicamycin response over DMSO baseline. activation, % at 10 µM. 0.34% of 330,000 active. AID 449763, 2010;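 active = at 10 µM dose, activation of 40% or more, normalized to positive control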;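 also: 100% = tunicamycin at 10 µg/mL and 0% = DMSO alone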
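Dosing – one dose, 10 µM in 0.5% DMSO · System – CHO-CHOP cells, stable luciferase reporter of PERK-eIF2a-CHOP signalling · Input – 500 cells/well · Control set – tunicamycin 10 µg/mL final as positive, DMSO-only wells as negative · Timing – 6 h compound treatment, 37 °C · Measure – % activation vs tunicamycin · Technique – luminescence read with Steady-Glo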
697 NFkB inh: inhibitors of PMA/ionomycin-induced NF-kB reporter, 697 cells, primary screen, B-cell NF-kB inhibitor project, cell-based, luminescence, uHTS; 697 B-cell NF-kB luciferase reporter, 16 h; inhibition, % at 4 µM; 0.33% of 330,000 active; in the data active = inhibition above about 35%
APJ antag: antagonists of human apelin receptor APJ, primary screen, CHO-K1 cells, beta-arrestin complementation, luminescence; AID 2521, 2010; 0.32% of 330,000 active; P35414; inhibition, % at 20 µM;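 active = inhibition above about 40% at 20 µM, limit read from the data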;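 also: cells challenged with 10 nM apelin-13 agonist together with compound; plate controls were apelin-13 plus DMSO wells for no effect and DMSO wells lacking apelin-13 for full effect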
An asterisk follows results filed as active.

SMILES | Mdm2-MdmX inh | APJ agonist | UPR XBP1 act | tim23-1 inh | Jurkat NFkB inh | UPR CHOP act | 697 NFkB inh | APJ antag
O=C(O)C(O)Cc1c[nH]c2ccccc12 (centres undefined) | -8 | 0 | -1 | 7 | -17 | 2.3 | -19 | -45
CC(NC(=O)c1ccc(-c2cc(C(F)(F)F)ccc2Cl)o1)c1ccccc1 (centres undefined) | -5 | 1 | 1 | 17 | -9 | 1.9 | 7 | -29
O=C(O)CSc1nc(-c2ccccc2)nc2c1oc1ccccc12 | -5 | -6 | 1 | 17 | -3 | -1.8 | -4 | -17
CC(C)CCNC(=O)c1ccccc1NC(=O)C1=CSCCO1 | 6 | -4 | -4 | 11 | -8 | 0.4 | 3 | 0
O=S(=O)(NCc1csc(-c2cccnc2)n1)c1ccc(F)cc1 | 2 | 3 | -5 | 5 | 3 | -1.3 | -1 | 12
Cn1c(N)c(C(=O)CSc2nnnn2-c2ccccc2)c(=O)n(C)c1=O | 15 | -7 | -1 | -36 | -3 | 0.5 | 20 | -6
O=C(COC(=O)c1cnccn1)c1ccc2c(c1)CCCC2 | 12 | -2 | 1 | 20 | 12 | -0.8 | 7 | 0
Cc1cccc(NC(=O)NC2CCCCCCC2)c1C | 14 | -8 | 3 | 10 | -28 | 6.1 | -16 | 7
O=C(CSc1ccc(-c2cccs2)nn1)N1CCCCC1 | 1 | 5 | 2 | -4 | -4 | 4.7 | -47 | -11
O=C(NNC(=S)NC(=O)c1ccco1)c1ccc(NC(=O)c2ccccc2)cc1 | 38 | -3 | 1 | 17 | 1 | -1.3 | 17 | 20
COc1ccccc1CNc1nc(SC)ncc1CO | 7 | -3 | 0 | 14 | 5 | 0.8 | 9 | 6
CCOC(=O)C1=C(C)C(c2ccc(OC)cc2OC)NC(=O)N1 (centres undefined) | 24 | -4 | -1 | -2 | -1 | -1.7 | 24 | 11

Whole records as entered above. Values in the order: Mdm2-MdmX inh, APJ agonist, UPR XBP1 act, tim23-1 inh, Jurkat NFkB inh, UPR CHOP act, 697 NFkB inh, APJ antag
Entry for CCOC(=O)C1=C(C)C(c2ccc(OC)cc2OC)NC(=O)N1 (centres undefined) = 24, -4, -1, -2, -1, -1.7, 24, 11
Entry for CC(NC(=O)c1ccc(-c2cc(C(F)(F)F)ccc2Cl)o1)c1ccccc1 (centres undefined) = -5, 1, 1, 17, -9, 1.9, 7, -29
Entry for CC(C)CCNC(=O)c1ccccc1NC(=O)C1=CSCCO1 = 6, -4, -4, 11, -8, 0.4, 3, 0
Entry for O=C(NNC(=S)NC(=O)c1ccco1)c1ccc(NC(=O)c2ccccc2)cc1 = 38, -3, 1, 17, 1, -1.3, 17, 20

(listing goes on)
SMILES | Mdm2-MdmX inh | APJ agonist | UPR XBP1 act | tim23-1 inh | Jurkat NFkB inh | UPR CHOP act | 697 NFkB inh | APJ antag
Cc1ccc(S(=O)(=O)N(C)C)cc1-n1c(SCC(=O)Nc2ccc(F)c(F)c2F)nc2ccccc2c1=O | 21 | -2 | -4 | 13 | -10 | 1.6 | 8 | -6
O=c1c2ccccc2nc(-c2ccc(Br)cc2)n1Cc1ccccc1 | -2 | 0 | 0 | 27 | -30 | 0.5 | -23 | -5
CCCn1c(SCC(=O)NC(C)C)nc2sc3c(c2c1=O)CCC3 | 12 | 1 | -3 | 19 | 11 | 2.1 | 8 | 6
CCOc1ccccc1CNC(=O)c1ccc(NC(=O)C2=CSCCO2)cc1 | -5 | -4 | 1 | 36 | -15 | 3.5 | -18 | 3
Cc1ccc(-c2nn(-c3ccccc3)cc2/C=N/n2c(-c3cccs3)n[nH]c2=S)cc1 | -11 | -1 | 3 | 24 | 5 | 2.2 | -13 | 13
Cc1csc(Nc2ccccc2)[n+]1-c1ccccc1 | 9 | 0 | 0 | 1 | -2 | -2.2 | -2 | -2
Cc1cc(C(C)(C)C)cc(C)c1CCNC(=O)c1ccc[n+]([O-])c1 | 38 | -3 | -5 | 10 | -19 | 3.7 | -169 | -11
O=C(CSc1ccc(-c2ccccn2)nn1)NCc1ccc(F)cc1 | -29 | -4 | -1 | 2 | 5 | 2.9 | 14 | 0
CCc1c(C)nc(SCC(=O)CC(=O)OC(C)C)c(C#N)c1C | -3 | -5 | 2 | 42 | -10 | 0.3 | -1 | 3
CCC(=O)c1ccc(OCC(O)Cn2cnc3ccccc32)cc1 (centres undefined) | 15 | -5 | -2 | 9 | 21 | -0.8 | -2 | 8
COCc1c(C(=O)OCC(=O)N2c3ccccc3CC2C)oc2ccccc12 (centres undefined) | 6 | 1 | 0 | 20 | -2 | -2.2 | -4 | -9
CCc1ccc(NC(=O)CSc2nc3cc(C(=O)OC)ccc3c(=O)n2CC2CCCO2)cc1 (centres undefined) | 21 | -2 | 6 | -3 | 10 | 1.0 | 3 | 9
COc1cccc(-c2sc3ccccc3c2-c2ccc(OCCN(C)C)cc2)c1 | 100* | 0 | 37* | -1 | -2 | 2.7 | 15 | -11
Cc1cccc(NC(=O)CC2C(=O)NCCN2C(=S)Nc2ccccc2)c1 (centres undefined) | -2 | 0 | -4 | 8 | -6 | -2.1 | -7 | 2
COC(=O)c1ccc(C23CC4(C2)[C@H](CN(CC2CCCCC2)[C@@H]4c2ccccc2)C3c2ccc(Cl)nc2)cc1 (some centres undefined) | 16 | -8 | -3 | 21 | 0 | -0.4 | 24 | 15
Cc1nc2ccccn2c1C(=O)N/N=C/c1ccc2c(c1)OCO2 | -17 | 2 | 4 | 11 | -18 | 3.9 | -63 | -4
NC(=O)c1ccc(NC(=O)Cc2csc(-c3ccccc3)n2)cc1 | 3 | -1 | 1 | 1 | -15 | -0.2 | -8 | 0
O=C(O)c1ccc(-c2ccccc2)[nH]1 | 7 | -2 | 0 | 10 | -13 | -0.5 | 11 | 5
CSCC[C@H](NC(=O)NCc1ccccc1F)C(=O)O | 3 | -1 | -2 | 1 | -19 | -2.4 | -10 | -14
CCc1cccc(NS(=O)(=O)c2ccc3c(c2)NC(=O)CC(=O)N3)c1 | 24 | -2 | -2 | -1 | 0 | -2.3 | 13 | -9
Cc1ccsc1/C=C/c1ccc2cccc(O)c2n1 | -42 | -11 | 4 | 30 | -148 | 11 | -144 | 46*
Cc1onc(-c2ccccc2Cl)c1C(O)c1ccc(F)cc1 (centres undefined) | -4 | 0 | -4 | 19 | -11 | -0.8 | 2 | -13
O=C(COC(=O)c1ccco1)NCCc1ccc(Cl)cc1 | -14 | -3 | 0 | 14 | -14 | 0.6 | -26 | 20
O=C(Cc1cccs1)NNC(=S)NCc1ccco1 | -11 | -3 | 1 | 4 | 7 | -0.8 | -3 | 9

As entered above.
For tim23-1 inh, Cc1ccsc1/C=C/c1ccc2cccc(O)c2n1 reads 30
For UPR XBP1 act, Cn1c(N)c(C(=O)CSc2nnnn2-c2ccccc2)c(=O)n(C)c1=O reads -1
For Jurkat NFkB inh, CCc1cccc(NS(=O)(=O)c2ccc3c(c2)NC(=O)CC(=O)N3)c1 reads 0
For APJ antag, CC(C)CCNC(=O)c1ccccc1NC(=O)C1=CSCCO1 reads 0

Later entries:
SMILES | Mdm2-MdmX inh | APJ agonist | UPR XBP1 act | tim23-1 inh | Jurkat NFkB inh | UPR CHOP act | 697 NFkB inh | APJ antag
Cc1c(C(=O)N2CCOCC2)sc(NC(=O)C(C)C)c1C#N | 8 | -2 | -3 | 9 | 0 | -1.8 | 8 | -2
CN(CCOCCOc1ccc2ccccc2c1)Cc1ccccc1 | 19 | -5 | 5 | 15 | -6 | 0.4 | -23 | -1
Cc1ccc(S(=O)(=O)NCc2ccco2)cc1C | 19 | 1 | 1 | -5 | 2 | 2.5 | 7 | 10
COc1ccc(-n2nnnc2SCC(=O)c2ccc(OC)c(OC)c2)cc1 | 9 | -4 | -1 | 23 | 0 | 1.0 | 2 | 20
CCOc1ccc(CCNC(=O)C(C)n2nc(C)c3c(C)n(-c4ccccc4)nc3c2=O)cc1 (centres undefined) | 26 | -5 | -2 | 9 | 3 | -2.0 | 11 | -12
Brc1ccc(OCCCCCN2CCOCC2)cc1 | 20 | -3 | -3 | -18 | -7 | -1.9 | -10 | 8
Cc1ccccc1NC1=NC2(CCCC2)N=C(N)N1 | -21 | -4 | 0 | -4 | 2 | -0.5 | 14 | -11
O=C(NNC(=O)c1cccc2ccccc12)c1ccc(-c2ccccc2)cc1 | -18 | 3 | -4 | -23 | 19 | 0.9 | -21 | -8
O=C(Cc1ccccc1)Nc1ccc(NC(=O)c2ccco2)cc1 | 2 | -2 | -1 | 11 | -10 | 3.3 | -30 | 7
O=C1CN(CC(=O)N2CCCCC2)c2ccccc2O1 | 29 | 0 | 3 | -2 | -10 | 1.3 | 6 | -11
CCN(CC)CCn1c(NCc2cc(OC)ccc2OC)nc2ccccc21 | 19 | 1 | -3 | 13 | 10 | -0.4 | -15 | 5
CC(C)CN1CCN(Cc2nc(C(C)C)cs2)CC1CCO (centres undefined) | -36 | -1 | -1 | -5 | 3 | -1.4 | 24 | 6
Cc1cccc(CCNC(=O)CCS(=O)(=O)c2ccc3nc(C)sc3c2)c1 | 23 | -4 | 4 | 6 | 6 | 1.0 | -12 | -6
CCn1ncc(Br)c1C(=O)Nc1cccc(C(C)=O)c1 | 0 | -2 | -1 | 3 | 13 | 2.0 | 10 | 14
CCN(CC(=O)NCc1ccc(Cl)cc1)C(=O)CNS(=O)(=O)c1ccc(NC(C)=O)cc1 | 16 | 4 | -3 | -8 | 2 | -3.0 | 16 | -5
O=C(Nc1ccc(F)c(F)c1)c1cccnc1 | 18 | 4 | 1 | -8 | 17 | -4.9 | 12 | -7
COc1cccc(C(=O)C2CN(c3ccccc3)CC2c2ccc(Cl)cc2)c1 (centres undefined) | 27 | -3 | -1 | 9 | 7 | 0.0 | 33 | 3
Cc1cc(C(=O)COC(=O)c2cccnc2Cl)c(C)n1-c1c(C)n(C)n(-c2ccccc2)c1=O | 5 | -3 | -2 | 9 | -9 | 1.7 | 18 | -1
COc1cc(C(=O)Nc2ccc(C(=O)O)cc2)ccc1OC(C)=O | 11 | -2 | 0 | 5 | 8 | 3.1 | 2 | 6
Cc1cc(C)cc(NC(=O)C(OC(=O)c2ccc(NC(=O)CC#N)cc2)c2ccccc2)c1 (centres undefined) | 2 | 4 | -1 | 4 | 8 | -0.8 | -17 | -27
COCCNc1nc(-n2nc(C)cc2C)nc2sc3c(c12)CCCC3 | 11 | -3 | 7 | 45 | -18 | 46* | -21 | 26
CCOC(=O)c1sc(NNC(=O)c2ccc(F)cc2)nc1C | 11 | 6 | 3 | 14 | -15 | 2.7 | -18 | -22
CCOc1ccc(NC(=O)C/C(C)=N/NC(=O)COc2ccc(Br)cc2C)cc1 | 17 | -2 | 4 | 11 | 13 | 2.3 | 12 | 13
CCCCc1c(O)nc(SCC(=O)N2CCOCC2)n(-c2ccc(OC)cc2)c1=O | 24 | -2 | 0 | -1 | 5 | 0.9 | 15 | 25

A section of the results above:
SMILES | Mdm2-MdmX inh | APJ agonist | UPR XBP1 act | tim23-1 inh | Jurkat NFkB inh | UPR CHOP act | 697 NFkB inh | APJ antag
CCOc1ccc(NC(=O)C/C(C)=N/NC(=O)COc2ccc(Br)cc2C)cc1 | 17 | -2 | 4 | 11 | 13 | 2.3 | 12 | 13
CCCCc1c(O)nc(SCC(=O)N2CCOCC2)n(-c2ccc(OC)cc2)c1=O | 24 | -2 | 0 | -1 | 5 | 0.9 | 15 | 25
